F508del corr – CFTR F508del correction in bronchial cells. 0.36% of 350,000 active. CFBE cells, YFP halide quenching; stimulated with forskolin plus potentiator P3; % fluorescence drop versus neutral controls. AID 720511. activity (quench increase), % at 7.58 µM;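 active means mean added fluorescence quench of at least 8% versus neutral control, with both replicates also reaching 8%; inconclusive means only one of the mean or replicate conditions met; inactive means mean below 8% and not both replicates reaching 8%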;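 further: cells transiently co-express mutant CFTR-F508del with the halide-sensitive YFP; corrector assay measuring rescue of mutant channel to the surface after 24 h compound exposure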
PAX8 reporter – inhibitors of PAX8 transcriptional activity in RMG-I cells; RMG-I TPO-luciferase reporter, SteadyGlo, 24 h; inhibition, % at 12.6 µM; 1.2% of 360,000 active; AID 652154;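 active means mean replicate inhibition at least 60% with every replicate also reaching 60%; inconclusive means only one of the two criteria is met; inactive means mean below 60% and not all replicates reaching 60%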;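 further: luciferase light reporting Pax8 driven TPO promoter activity; plate controls were median of neutral control wells for no effect and mitoxantrone controls for full effect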
EWS-Fli block – EWS/Fli transcriptional activity inhibition; A673 NR0B1-luciferase reporter, viability-normalised; inhibition, % at 12.6 µM; 0.67% of 350,000 active; AID 651661;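 active means mean inhibition of at least 50% after viability correction, with every replicate also passing that limit; inconclusive means mean reaches 50% but only one of two replicates passes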;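 further: firefly luciferase signal divided by Alamar Blue viability fluorescence both relative to DMSO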
FN deposit inh – fibronectin deposition inhibition; 0.086% of 350,000 active; AID 743247; inhibition, % at 12.6 µM; AH1F fibroblasts, Alexa488-fibronectin deposition fluorescence, overnight;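 active means mean inhibition across replicates of 30% or more, regardless of how many single replicates reach that level; inconclusive means mean under 30% yet at least half of replicates reach 30%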;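 further: positive control wells lacked labelled fibronectin entirely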
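Material: AH1F fibroblast monolayer depositing Alexa488-labelled fibronectin into matrix / Amount: 10000 AH1F cells per well / Signal: fluorescence 485/525 nm / Medium: DMEM, 2% serum / Compound: single dose, pinned / Incubation: 1 h cell adhesion before compound, then overnight fibronectin incubation / Reagent: Alexa488-FN, 24 nM final / Read-out: inhibition of fibronectin deposition signal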
miR122 inh – blocks miR-122 activity in Huh7 sensor cells; Huh7 miR-122 Renilla luciferase sensor, 48 h; neutral wells = 0, positive control = 100; activation (reporter increase), % at 12.5 µM; 0.3% of 340,000 active;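 active means mean replicate activation score at least 90 and every replicate individually at or above 90; inconclusive means only one of the two criteria met; inactive means neither criterion met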;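 further: higher luciferase means less miR-122 activity so hits act as miR-122 inhibitors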
DENV2 CPE rescue – inhibitors of DENV2 cytopathic effect; DENV2-infected cells, cytopathic effect rescue, plate reader; CPE inhibition, % at 9.99 µM; 1.7% of 350,000 active; AID 651640; in the data active means CPE inhibition above about 20%, passing the limit was not always enough; inconclusive means no clear call, values can overlap the other calls; tested in BHK-21 cells;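 further: 0% = median of neutral control wells and 100% = median of positive control wells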
GSIS activator – GLuc luminescence reporter in INS-1E cells, primary screen for activators of glucose-dependent secretion of insulin. INS-1E GLuc reporter insulin secretion, 2-3 h. activation, % at 16.6 µM. 0.61% of 370,000 active;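 active means lowest replicate activation of at least 40%, so every replicate reaches that level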;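 further: 0% = median of neutral control wells and 100% = median of IBMX positive control wells; some compounds called inactive have numbers as strong as hits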
* marks the source's active call; other numbers are inactive results; u = inconclusive; x = no result given; & = joins results of further samples; [ ] = remark or other dose.

nr	SMILES	F508del corr	PAX8 reporter	EWS-Fli block	FN deposit inh	miR122 inh	DENV2 CPE rescue	GSIS activator
1	CCn1c(COc2ccccc2Cl)nnc1SCC(=O)Nc1ncccc1C	x	11.4	x	0.5	x	x	-12.4
2	Cc1ccc(C(=O)NC(C)c2ccc3c(c2)OCO3)s1 (centres undefined)	4.0	-14.8	-4.0	3.2	5.3	7.2	15.3
3	CCCC(=O)Nc1ccc2c(c1)C(=O)N(C)[C@H]1CC[C@@H](CC(=O)NCc3ccccc3Cl)O[C@@H]1CO2	-4.2	5.6	2.2	x	32.5[16.7 µM]	-13.8	0.6
4	CC(=O)N[C@@H](Cc1c[nH]c2ccccc12)C(=O)OCC(=O)Nc1ccc(Cl)c(S(=O)(=O)N(C)C)c1	-0.4	1.0	7.5	7.4	x	-3.1	-26.8
5	CCOC(=O)N1CCN(C(=O)C[C@@H]2C[C@@]3(C(=O)OC)CC(C)(C)CC=C3N(Cc3ccc4c(c3)OCO4)C2=O)CC1	-0.1	-15.0	-18.4	0.2	x	-11.9	-8.9
6	O=S(=O)(c1ccc2ccccc2c1)N1CCN(Cc2ccccn2)CC1	x	3.4	-0.1	x	x	-5.8	7.6
7	CCCNC(=O)N1CC2(CN(Cc3cccnc3)C2)c2c(n(C)c3cc(OC)ccc23)[C@@H]1CO	-1.8	4.3	-9.8	-16.1	x	11.2	12.4
8	COc1ccc(-c2nc3cc(NC(=O)Cc4ccc(OC)c(OC)c4)ccc3o2)cc1	x	1.3	x	1.8	-17.5	x	x
9	COc1ccc(-c2nn3c(-c4ccccc4)nnc3s2)cc1OC	x	x	x	18.3	-7.4	x	140.4*
10	Oc1ccc2ccccc2c1CNc1ccccc1	2.4	-7.1	-2.7	x	0.2	17.8	1.3
11	CCOC(=O)C1CCN(C(=O)c2ccccc2NC(=O)c2ccc(Cl)cc2)CC1	x	-5.3	-8.1	-0.2	7.8	-3.0	6.7
12	Cc1cc(Cl)ccc1OCCCC(=O)NN	-0.5	18.2	2.0	5.3	-3.0	3.0	-4.1
13	Cc1ccc(-c2csc(Nc3ccc(S(N)(=O)=O)cc3)n2)o1	-0.2	-7.7	-21.6	x	x	-0.5	-7.0
14	COc1cccc(C(O)c2nc(-c3cc(F)cc(F)c3)cs2)c1 (centres undefined)	3.2	22.9	3.5	x	4.7	29.6*	-16.5
15	CC(=O)NCCNC(=O)C1(C)Cc2c(-c3ccc(C(N)=O)cc3)ccnc2O1 (centres undefined)	2.4	22.9	2.1	3.0	1.2	u	6.9
16	COc1ccc(C)cc1NC(=O)CCNC(=O)c1ccco1	-3.0	-5.6	5.8	3.6	x	1.6	-13.9
17	CCn1c2c(c(C)cc1=O)C(=O)CC(C)(C)C2	x	13.0	x	5.2	x	x	8.1
18	CCN(CC)C(=O)CSc1nc(O)c(Cc2ccccc2)c(=O)n1-c1ccccc1C	-0.3	-0.2	6.8	5.5	-4.5	3.9	-3.9
19	C[C@@H]1CCCCO[C@H](CN(C)C(=O)CCCN(C)C)[C@@H](C)CN([C@@H](C)CO)C(=O)c2cc(NC(=O)CCCN(C)C)ccc2O1	-1.1	2.1	-11.7	4.9	2.6[16.7 µM]	0.1	20.3
20	O=C(C[C@H]1C=C[C@H](NS(=O)(=O)c2ccc(F)cc2)[C@H](CO)O1)NCCN1CCCCC1	1.8	-17.1	4.1	x	x	-4.4	19.2
21	Cc1nc(N)nc(SCc2ccc([N+](=O)[O-])cc2)c1N	4.0	-12.9	1.7	-1.5	x	5.0	22.4
22	CC(=O)N[C@@H]1CC[C@@H](CCNC(=O)C2CCCCC2)O[C@H]1CO	0.7	20.7	x	x	x	-8.3	2.7
23	COc1cccc(N2CCN(S(=O)(=O)c3ccc4ccccc4c3)CC2)c1	1.4	x	1.2	1.3	-3.7	u	-15.0
24	CCOC(=O)Cc1csc(NC(=O)c2ccc3ccccc3n2)n1	0.0	-53.9	-17.2	-0.9	2.8	-1.5	11.6
25	Cc1cc(-c2ccccc2)c2c(n1)sc1c(O)cc(=O)[nH]c12	3.8	-21.7	-8.5	-1.3	x	8.8	-0.9
26	CCCOc1ccc(N2C(=O)CC(N3CCN(c4ccccc4F)CC3)C2=O)cc1 (centres undefined)	3.6	x	1.6	x	0.2	-8.9	3.9
27	COc1ccc(CNC(=O)C2(C)Cc3c(-c4cccc(C(N)=O)c4)ccnc3O2)cc1OC (centres undefined)	-0.8	23.7	3.9	1.2	-3.9	10.5	10.4
28	C[C@@H]1CCCCO[C@@H](CN(C)S(=O)(=O)c2cn(C)cn2)[C@H](C)CN([C@@H](C)CO)C(=O)c2cc(N(C)C)ccc2O1	1.4	-9.2	1.9	11.9	7.0[16.7 µM]	52.9*	-3.2
29	COc1ccc(CN(C)C[C@H]2OCCCC[C@@H](C)Oc3ccc(NS(=O)(=O)c4c(C)noc4C)cc3C(=O)N([C@H](C)CO)C[C@H]2C)cc1	-3.4	-7.5	1.7	x	-0.6[16.7 µM]	9.7	-15.1
30	CC(C)CCN1CCC(n2nccc2NC(=O)c2ccc3c(c2)OCO3)CC1	-0.1	9.0	x	3.7	4.0	-0.6	2.2
31	CCNC(=S)N/N=C/c1ccc(OCC(=O)Nc2ccc(C)cc2)cc1	-3.9	x	17.8	x	-9.8	7.5	x
32	CCCNC(=O)C[C@@H]1CC[C@@H]2[C@@H](COc3ccc(NC(=O)Nc4c(C)noc4C)cc3C(=O)N2C)O1	0.3	-9.6	2.7	-4.8	12.5[16.7 µM]	14.6	4.2
33	O=C(CSc1nnc(COc2ccc(Cl)cc2)o1)N1CCOCC1	-3.1	-1.1	-4.1	6.0	-1.9	x	-6.0
34	C=CCN(C(=O)c1csnn1)C(C(=O)NCc1ccc(F)cc1)c1sccc1C (centres undefined)	0.9	11.8	-10.1	0.5	x	0.0	-25.3
35	COC(=O)C1(O)CC(C(C)C)=NN1C(=O)c1ccc(Cl)cc1 (centres undefined)	x	x	x	2.9	-3.5	x	10.4
36	COC(=O)c1cc2nc(-c3ccc(C)cc3)cc(C(F)(F)F)n2n1	-4.4	-22.4	10.6	-0.9	3.1	0.6	13.3
37	O=C(CSc1nncn1-c1ccccc1)NC1CCCCC1	-1.9	10.7	-1.4	-0.6	x	x	-9.0
38	O=S(=O)(c1ccc(Cl)cc1)N(CCCN1CCOCC1)Cc1cccs1	-1.3	0.2	7.6	-6.1	x	3.4	40.1
39	O=C(c1ccccc1[N+](=O)[O-])n1cnc2ccccc21	-0.3	-20.8	5.6	7.9	x	0.9	-3.7
40	COc1cc(C)ccc1OCc1cc(C(=O)N2CCCCCCC2)no1	0.6	-68.1	-58.0	-0.1	x	u	-19.2
41	CC(=O)N1c2ccc(S(=O)(=O)NCC3CCC(C(=O)N4CCCCC4)CC3)cc2CC1C (centres undefined)	1.3	-5.0	3.1	-3.7	-0.5	5.5	-10.6
42	Cn1cc(Cl)c(/C(N)=N/OC(=O)c2ccccc2C(F)(F)F)n1	-2.2	-116.4	-67.7	-0.7	-2.4	-0.8	0.1
43	Oc1ccc(/C=N/Nc2cc(N3CCCC3)nc(N3CCCC3)n2)cc1O	x	37.2	22.6	-7.4	x	-3.6	1.7
44	COc1ccc(C)cc1NC(=O)C(OC(=O)c1cccc(S(=O)(=O)N(C)c2ccccc2)c1)c1ccccc1 (centres undefined)	x	1.7	x	-4.3	-3.3	x	-24.9
45	c1ccc2[nH]c(-c3nc4ccccc4[nH]3)nc2c1	x	-148.5	x	7.9	11.3	x	x
46	CN1C(=O)C(C)(C)c2cc(S(=O)(=O)N3CCCC3C(=O)NCc3ccc(F)cc3)ccc21 (centres undefined)	-0.6	9.5	-1.4	2.3	-1.1	-3.0	-3.0
47	C=CCOC(=O)C1=C[C@@H](c2coc3ccccc3c2=O)C[C@@H](OCc2ccc(CO)cc2)O1	-2.0&0.9	-7.8&5.7	-14.8&12.2	7.3	-2.5	2.9&-2.2	-30.0
48	COc1ccc(Cl)cc1Cn1c(C)c(C(=O)N(C)Cc2ccc(F)cc2)sc1=O	3.7	6.8	5.0	0.8	x	-8.0	-12.8
49	COC(=O)c1ccc(/C=C/C(=O)OCC(=O)c2ccc[nH]2)cc1	2.9	x	5.1	3.4	x	14.2	10.5
50	O=C(NC(=S)NN1CCOCC1)c1cc(Br)ccc1Cl	0.3	-8.9	2.0	4.5	-0.3	-3.7	5.5
51	COc1ccc(C(=O)COC(=O)C2COc3ccccc3O2)cc1F (centres undefined)	-3.0	14.4	-2.7	-5.3	-3.4	-1.5	11.8
52	C[C@@H]1CN([C@H](C)CO)C(=O)c2cc(-c3ccc(C#N)cc3)cnc2O[C@@H]1CN(C)Cc1ccccn1	4.8	x	-6.3	-9.1	-10.0[16.7 µM]	u	15.9

Among those listed so far, 11 contain a Cl atom.
nr	SMILES	F508del corr	PAX8 reporter	EWS-Fli block	FN deposit inh	miR122 inh	DENV2 CPE rescue	GSIS activator
1	CCn1c(COc2ccccc2Cl)nnc1SCC(=O)Nc1ncccc1C	x	11.4	x	0.5	x	x	-12.4
3	CCCC(=O)Nc1ccc2c(c1)C(=O)N(C)[C@H]1CC[C@@H](CC(=O)NCc3ccccc3Cl)O[C@@H]1CO2	-4.2	5.6	2.2	x	32.5[16.7 µM]	-13.8	0.6
4	CC(=O)N[C@@H](Cc1c[nH]c2ccccc12)C(=O)OCC(=O)Nc1ccc(Cl)c(S(=O)(=O)N(C)C)c1	-0.4	1.0	7.5	7.4	x	-3.1	-26.8
11	CCOC(=O)C1CCN(C(=O)c2ccccc2NC(=O)c2ccc(Cl)cc2)CC1	x	-5.3	-8.1	-0.2	7.8	-3.0	6.7
12	Cc1cc(Cl)ccc1OCCCC(=O)NN	-0.5	18.2	2.0	5.3	-3.0	3.0	-4.1
33	O=C(CSc1nnc(COc2ccc(Cl)cc2)o1)N1CCOCC1	-3.1	-1.1	-4.1	6.0	-1.9	x	-6.0
35	COC(=O)C1(O)CC(C(C)C)=NN1C(=O)c1ccc(Cl)cc1 (centres undefined)	x	x	x	2.9	-3.5	x	10.4
38	O=S(=O)(c1ccc(Cl)cc1)N(CCCN1CCOCC1)Cc1cccs1	-1.3	0.2	7.6	-6.1	x	3.4	40.1
42	Cn1cc(Cl)c(/C(N)=N/OC(=O)c2ccccc2C(F)(F)F)n1	-2.2	-116.4	-67.7	-0.7	-2.4	-0.8	0.1
48	COc1ccc(Cl)cc1Cn1c(C)c(C(=O)N(C)Cc2ccc(F)cc2)sc1=O	3.7	6.8	5.0	0.8	x	-8.0	-12.8
50	O=C(NC(=S)NN1CCOCC1)c1cc(Br)ccc1Cl	0.3	-8.9	2.0	4.5	-0.3	-3.7	5.5

From PubChem BioAssay
